Source: PubChem (several laboratories)
GDH-TPI inh: GDH-TPI coupling enzyme inhibitors, primary screen, artefact control for M. tuberculosis FBA inhibitor project, biochemical, absorbance, full deck. GDH-TPI coupled enzyme counterscreen, NADH absorbance. inhibition, % at 4.8 µM. actives 1.2% (n = 360,000). AID 588335, 2011; in the data active = inhibition above about 30%;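 also: 0% = DMSO wells and 100% = wells lacking the enzyme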
BoNT F protease: BoNT/F light chain protease inhibitors, primary screen, biochemical, flow cytometry, MLPCN library; Botulinum neurotoxin type F light chain protease (Clostridium botulinum); Multiplex microsphere protease cleavage assay; inhibition, % at 10 µM; actives 0.22% (n = 360,000); AID 588497, 2011; in the data active = inhibition above about 35%, passing the limit was not always enough; inconclusive = no clear call, values can overlap the other calls; also: plate controls were buffer without enzyme for full effect and enzyme alone for no effect
PrPC TRFRET: inhibitors of human cell surface prion protein PrPC, primary screen, cell-based, TR-FRET | TR-FRET read-out | inhibition, % at 13.8 µM | actives 0.43% (n = 370,000); in the data active = inhibition above about 24%; also: 0% = median of the test wells and 100% = reference compound wells
Rv3671c inh: Rv3671c serine protease inhibitors, primary screen, biochemical, fluorescence polarization, M. tuberculosis H37Rv; P9WHR9; inhibition, % at 5.96 µM; actives 0.048% (n = 320,000); AID 2606, 2010; in the data active = inhibition above about 38%;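 also: extracellular domain of Rv3671c used as enzyme; 0% = enzyme with DMSO and 100% = no enzyme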
FadD28 FP inh: inhibitors of FadD28 bisubstrate probe binding, primary screen, biochemical, fluorescence polarization, single point. Mycobacterium tuberculosis FadD28 fatty-acid-AMP ligase. inhibition, % at 12.5 µM. actives 0.22% (n = 360,000). AID 588549, 2011; in the data active = inhibition above about 8.5%, passing the limit was not always enough; inconclusive = no clear call, values can overlap the other calls
Mtb BioA inh: M. tuberculosis BioA enzyme inhibitors, primary screen, biochemical, plate reader, single point, HTS; 7,8-diaminopelargonic acid synthase BioA (Mycobacterium tuberculosis); purified M. tuberculosis BioA enzyme; actives 0.096% (n = 360,000); inhibition, % at 9.99 µM; AID 602481, 2012; in the data active = inhibition above about 40%; inconclusive = no clear call, values can overlap the other calls
FBA Mtb inh: Mtb FBA enzyme inhibitors, primary screen, biochemical, fluorescence, strain H37Rv; Fructose-bisphosphate aldolase (Mycobacterium tuberculosis (strain ATCC 25618 / H37Rv)), …; inhibition, % at 1 µM; actives 2.3% (n = 360,000); purified M. tuberculosis FBA, fluorescence read-out; in the data active = inhibition above about 27%;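 also: 0% = vehicle and 100% = reference inhibitor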
Target sequence (P9WQA3 whole entry, looked up): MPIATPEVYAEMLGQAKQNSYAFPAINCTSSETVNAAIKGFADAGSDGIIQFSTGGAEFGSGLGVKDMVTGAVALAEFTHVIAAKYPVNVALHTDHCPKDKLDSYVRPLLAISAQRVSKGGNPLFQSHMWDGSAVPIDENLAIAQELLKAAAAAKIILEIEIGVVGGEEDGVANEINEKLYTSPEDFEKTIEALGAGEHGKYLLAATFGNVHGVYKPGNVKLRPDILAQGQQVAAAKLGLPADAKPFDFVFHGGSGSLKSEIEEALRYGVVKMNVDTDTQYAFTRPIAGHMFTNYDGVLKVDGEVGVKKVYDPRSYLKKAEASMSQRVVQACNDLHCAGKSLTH
MazF activator: activators of E. coli MazEF toxin-antitoxin RNase, primary screen, biochemical, fluorescence, uHTS | Endoribonuclease toxin MazF (Escherichia coli (strain K12)), P0AE70 | FAM/BHQ RNA-DNA oligo cleavage fluorescence, 5 h | activation, % at 20 µM | actives 0.32% (n = 350,000); in the data active = activation above about 50%
Target sequence (P0AE70 whole entry, looked up): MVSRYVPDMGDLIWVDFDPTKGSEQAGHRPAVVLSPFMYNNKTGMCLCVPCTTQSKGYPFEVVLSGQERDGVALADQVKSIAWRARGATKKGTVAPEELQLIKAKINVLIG
UGM FP inh: M. tuberculosis UGM enzyme inhibitors, primary screen, biochemical, fluorescence polarization, single point; UDP-galactopyranose mutase (Mycobacterium tuberculosis (strain ATCC 25618 / H37Rv)), …; purified UGM, fluorescence polarization probe displacement; inhibition, % at 10 µM; actives 0.06% (n = 320,000); AID 504406, 2011; in the data active = inhibition above about 10%, passing the limit was not always enough; inconclusive = no clear call, values can overlap the other calls
Target sequence (P9WIQ1 whole entry, looked up): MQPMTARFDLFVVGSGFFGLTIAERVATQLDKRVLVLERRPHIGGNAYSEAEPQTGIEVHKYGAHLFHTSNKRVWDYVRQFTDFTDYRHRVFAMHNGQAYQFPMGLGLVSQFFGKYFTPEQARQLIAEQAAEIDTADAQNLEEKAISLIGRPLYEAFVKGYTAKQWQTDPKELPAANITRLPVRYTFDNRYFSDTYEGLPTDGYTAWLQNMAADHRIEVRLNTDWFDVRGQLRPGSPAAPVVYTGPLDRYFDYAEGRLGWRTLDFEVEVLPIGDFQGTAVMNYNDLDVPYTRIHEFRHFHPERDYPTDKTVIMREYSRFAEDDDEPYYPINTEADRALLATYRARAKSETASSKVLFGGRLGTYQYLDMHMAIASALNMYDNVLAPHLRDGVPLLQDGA
Active calls of the source: *; ? = inconclusive; nt = no result given; & = joins results of further samples.

SMILES	GDH-TPI inh	BoNT F protease	PrPC TRFRET	Rv3671c inh	FadD28 FP inh	Mtb BioA inh	FBA Mtb inh	MazF activator	UGM FP inh
CN(CC(=O)Nc1ccc(Cl)c(C(F)(F)F)c1)C(=O)c1ccc(OCC2CCCO2)cc1 (stereo not given)	5	5	2	-2	-0.8	nt	2	0	-2.0
CN(C)S(=O)(=O)c1ccc(C(=O)NCC(c2cccs2)N2CCOCC2)cc1 (stereo not given)	9	10	4	-7	-2.5	-1.7	1	-5	4.8
CC(C)NC(=S)N1CCN(C(c2ccccc2)c2ccccc2)CC1	1	-4	-3	0	-2.2	nt	-6	-1	-1.4
CS(=O)(=O)N(CC(=O)NCCSC1CCCCC1)c1ccc2c(c1)OCO2	12	3	11	9	-1.3	-1.1	-2	0	2.8
CCOC(=O)c1cnn(-c2cc(C)cc(C)c2)c1N	-4	-2	-1	9	-1.1	1.7	-1	14	1.0
O=S(=O)(c1cccc2nsnc12)N1CCN(c2ccccc2F)CC1	5	-11	8	-3	-0.9	nt	1	4	1.1
C(CNC1C2CC3CC(C2)CC1C3)CN1CCOCC1 (stereo not given)	3	?	3	3	-2.4	0.2	1	11	1.8
O=C(COC(=O)c1ccc(F)c(S(=O)(=O)N2CCOCC2)c1)NC1CC1	3	-2	-5	-15	1.3	-1.3	1	2	-1.5
CNC(=O)c1nc[nH]c1C(=O)NC	-6	-3	2	6	-2.8	-0.2	3	1	1.3
Cc1cc(C(F)(F)F)nn1CC(=O)NNC(=S)NCC(C)C	1	-11	-3	3	-2.9	-1.6	2	0	1.6
Cc1ccc(S(=O)(=O)N(CCCc2c(C)nc[nH]c2=O)c2ccccc2)cc1	3	0	-3	nt	-0.5	3.1	-2	3	nt
COc1ccc(OC)c(NC(=O)CSc2ccc(-c3ccco3)nn2)c1	0	0	0	-4	-4.4	2.8	1	-2	-1.9
O=C(NCC1CCCO1)c1ccc2c(c1)N(Cc1ccccc1)CCS2 (stereo not given)	-8	-2	10	10	-3.1	1.5	141*	3	-2.9
CCC(=O)Nc1sc2c(c1C(N)=O)CCC2	4	0	0	0	-0.5	nt	5	-6	0.2
Cc1cc2nnc(SCC(=O)NCc3cccs3)n2c(N)n1	-2	15	6	-6	0.7	nt	-1	-8	3.4
CCc1cc2c3c([nH]c2cc1S(=O)(=O)NCCCOC)CC(C)(C)CC3=O	14	9	4	-3	-0.5	2.2	2	6	0.4
Cc1ccc(C(=O)O)cc1NC(=O)c1cccs1	-10	-4	-1	0	-4.6	0.5	3	-4	-1.2
CCn1cc(CN2CCC(Oc3ccc(C(=O)N4CCCCC4)cc3)CC2)cn1	6	8	7	-2	-0.3	-0.9	5	-4	1.1
Cn1cc(Br)c(C(=O)Nc2c(F)c(F)c(F)c(F)c2F)n1	-9	-2	0	-4	-2.0	1.1	0	0	-0.7
Cc1ccc(-n2c(C)nc3oc4ccccc4c(=O)c3c2=O)cc1	-1	-2	1	0	-1.9	3.2	-1	6	-0.6
CN(CC(=O)NC(=O)NCc1ccccc1)Cc1ccc(Cl)cc1	9	-6	7	-8	-0.9	nt	2	-9	nt
Cc1nc2cc(NC(=O)CCS(=O)(=O)c3ccccc3)ccc2s1	7	-1	-2	6	-1.2	-0.1	3	6	-1.1
O=C(Nc1ccc(N2CCCC2)cc1)c1cccc(F)c1	1	-33	-4	3	-8.2	2.8	0	1	-1.9
COc1cccc(NC(=O)c2csc3c2CCCC3)c1	-1	-4	15	-4	-1.3	-0.9	1	3	-1.8
Cn1c(=O)[nH]c(=O)c2c1nc(NCCCn1ccnc1)n2Cc1cccc(Br)c1	33*	-14	7	6	0.5	3.0	3	6	1.0
CN=C(SCc1cc2c(cc1Cl)OCO2)c1c(O)n(C)c(=O)n(C)c1=O	-4	-12	-4	-14	-2.6	1.2	3	-2	-3.1
Clc1cccc(Cl)c1CSc1nnc(-c2ccncc2)s1	-3	-5	-8	-6	-3.0	nt	1	6	-3.9
O=C(CSc1nccn1-c1cccc(Cl)c1)NC1CCCC1	-6	5	2	-4	-5.9	-0.5	18	-3	-3.4
CC(O)[C@@]1(O)CC[C@H]2[C@@H]3CC[C@H]4C[C@@H](O)CC[C@]4(C)C3=CC[C@@]21C (stereo not given in full)	-7	2	1	-3	-2.8	1.2	3	0	2.1
O=C(Cc1ccc(Br)cc1)NCCc1ccc(F)cc1	-9	?	7	-7	-3.0	0.6	-1	-3	1.3
O=C(c1cc2cc(Cl)ccc2oc1=O)N1CCOCC1	10	?	-9	-4	-2.0	-0.1	2	-3	0.3
NC(=O)c1ccccc1OCCOCCOCCOc1ccccc1C(N)=O	9	5	-1	0	-0.8	-0.7	1	1	1.9
COc1ccccc1NS(=O)(=O)c1cccc(NS(=O)(=O)c2ccc(Cl)c(C(=O)O)c2)c1	9	-2	5	-4	-2.7	-0.6	0	-4	1.1
O=C(Nc1cccc(NC(=O)c2sc3ccccc3c2Cl)c1)c1ccco1	8	0	1	-26	-1.5	nt	3	2	-6.1
COc1ccc(OC)c(/C=C/C(=O)OCC(=O)c2c(N)n(C)c(=O)n(C)c2=O)c1	-9	6	6	3	-4.1	-1.8	-2	-19	2.8
Cc1nn(-c2ccccc2)c(N2CCCC2)c1/C=N/NC(=O)C1CC1	9	0	16	3	-2.1	nt	0	2	0.5
Cc1cccc(-c2nsc(SCC(=O)Nc3cc(C)on3)n2)c1	6	-9	1	-4	-2.5	0.3	1	4	-0.6
CC(C)(C)n1nc2c(c1NC(=O)c1cc(Cl)ccc1[N+](=O)[O-])CS(=O)(=O)C2	5	-6	-10	-1	-0.9	0.5	2	7	4.0
O=C(Oc1cc(-c2ccccc2)no1)c1cccc(C(F)(F)F)c1	-4	-2	2	1	0.6	2.8	0	4	-0.7
CCOc1ccc(-n2c(=O)c3c4c(sc3n(CC(=O)NCC3CCCO3)c2=O)CCCC4)cc1 (stereo not given)	-3	-1	5	-1	-0.7	nt	4	2	1.7
CCOC(=O)c1sc(NC(=O)CSc2nc(-c3ccco3)cc(C(F)(F)F)n2)c(C#N)c1C	-2	-2	-6	8	-1.2	-1.2	0	-4	-0.5
Cc1ccc(C(=O)Nc2ccccc2NC(=O)c2ccc(C)o2)o1	-9	-2	-9	2	-0.8	1.9	1	2	-1.6
O=C(CCc1c[nH]c2ccccc12)OCc1ccc(Br)cc1	-8	-5	-5	-1	-0.1	-1.5	1	5	-2.1
COc1ccc2cc(C3CC(c4ccco4)=NN3S(C)(=O)=O)c(Cl)nc2c1 (stereo not given)	0	-6	1	12	-4.2	5.3	3	-2	0.2
CCOC(=O)c1c(-c2ccc(C)cc2)csc1/N=C/N(C)C	14	5	2	1	-1.5	nt	-2	-5	-1.5

Results in PrPC TRFRET, BoNT F protease and Mtb BioA inh, for 5 of the compounds above:
Structure	PrPC TRFRET	BoNT F protease	Mtb BioA inh
O=C(c1cc2cc(Cl)ccc2oc1=O)N1CCOCC1	-9	?	-0.1
NC(=O)c1ccccc1OCCOCCOCCOc1ccccc1C(N)=O	-1	5	-0.7
COc1ccccc1NS(=O)(=O)c1cccc(NS(=O)(=O)c2ccc(Cl)c(C(=O)O)c2)c1	5	-2	-0.6
O=C(Nc1cccc(NC(=O)c2sc3ccccc3c2Cl)c1)c1ccco1	1	0	nt
COc1ccc(OC)c(/C=C/C(=O)OCC(=O)c2c(N)n(C)c(=O)n(C)c2=O)c1	6	6	-1.8

Next part.
SMILES	GDH-TPI inh	BoNT F protease	PrPC TRFRET	Rv3671c inh	FadD28 FP inh	Mtb BioA inh	FBA Mtb inh	MazF activator	UGM FP inh
CCC(=O)N1CCc2cc(OC)c(OC)cc2C1COc1ccc(F)cc1 (stereo not given)	-3	-8	6	3	-1.9	2.0	0	4	1.5
CN(Cc1ccccc1)S(=O)(=O)c1ccc2c(c1)CCC(=O)N2	7	3	-1	-4	-1.5	0.2	0	7	-2.0
O=C(CSCc1c(F)cccc1Cl)NCc1ccco1	6	7	-4	2	0.1	-0.6	0	-10	2.1
Cc1ccc(NC(=O)Nc2ccc3c(c2)nc(C)n3C)cc1	7	0	5	-7	1.2	nt	0	-2	0.6
CN(C(=O)Nc1cccc([N+](=O)[O-])c1)c1ccccc1	-6	-3	-1	nt	-3.3	nt	2	0	nt
N=C1/C(=C\c2ccc(Br)o2)C(=O)N=C2SC(CC(=O)N3CCCCC3)=NN12	20	0	9	-49	2.4	-0.8	-1	8	0.2
CN(c1ccc(C(=O)N2CCOCC2)cc1[N+](=O)[O-])C1CCCCC1	8	-3	-24	6	0.0	0.1	-2	6	2.1
Cc1cccc(S(=O)(=O)N(C)C[C@@H]2OCc3cn(nn3)CCCC(=O)N([C@@H](C)CO)C[C@H]2C)c1	1	-1	3	nt	-2.8	0.7&-0.4	-4	12	nt
COC(=O)c1ccc(COC(=O)c2cnccn2)cc1	7	-6	1	-14	1.0	nt	2	1	2.6
CCOc1ccc(NC(=O)/C(C#N)=C/c2cn(CC(=O)O)c3ccccc23)cc1	20	8	-31	nt	-0.3	0.0	-1	2	1.7
O=C(COc1ccc2oc(-c3ccco3)cc(=O)c2c1)N1CCCCC1	51*	-1	-14	5	-3.6	nt	157*	-1	1.1
Cc1ccc(C)c(Sc2ccc(S(=O)(=O)Nc3ccc(C(=O)O)cc3)cc2)c1	-5	3	4	2	nt	0.8	-3	-3	-4.2
Cc1ccccc1N1CC(C(=O)O)CC1=O (stereo not given)	-4	-1	0	0	-1.4	-1.4	-3	-7	1.3
C=CCn1c(SCC(=O)Nc2ccc(OC)cc2)nc2c([nH]c3ccccc32)c1=O	16	-5	3	-10	-0.6	-2.1	1	-24	-1.4
CCOc1ccc(NC(=O)CSc2nnc(-c3ccccc3Cl)n2Cc2ccco2)cc1	-3	-7	4	12	-3.6	-0.9	0	4	0.2
CN(C)S(=O)(=O)c1cccc(C(=O)Nc2ccc(N3CCOCC3)cc2)c1	0	-23	8	-2	-2.9	0.1	2	2	-0.2
CCc1ccc(S(=O)(=O)Nc2ccc(Cl)cn2)cc1	14	nt	1	nt	-1.9	-0.3	5	0	-0.5
CCOP(=O)(OCC)C(NC(=O)Nc1ccccc1)C(N)=O (stereo not given)	7	-1	1	-3	-1.3	nt	3	12	0.9
CN(C1CCCCC1)S(=O)(=O)c1ccc(-c2ccccn2)s1	-9	-33	1	-1	-4.1	7.0	-1	3	0.3
Cc1sc2ncn(CC(=O)N3CCOCC3)c(=O)c2c1-c1ccccc1	3	0	3	11	-0.6	-1.3	-3	-1	0.1
Cc1ccc(S(=O)(=O)N2CCN(C)CC2)cc1-c1nnc2c3ccccc3c(C)nn12	-5	21	-10	-2	-1.8	0.0	-4	10	-1.3
CCOC(=O)N1CCN(C(=O)c2ccc3c(=O)n(-c4ccc(OC)cc4)c(=S)[nH]c3c2)CC1	14	-38	0	-2	-1.7	-0.5	20	-21	-0.1
Cc1ccc2nc3c(nc2c1)-c1ccccc1C3=O	4	0	-1	-4	-3.3	-1.4	0	17	0.2
COC(=O)C1=C(c2cccc(OC)c2OC)C[C@@H]2CC[C@H]1N2C(=O)NCc1ccccc1	-8	-4	-9	11	0.1	-0.4	-1	-12	-0.6

Look-ups from above.
PrPC TRFRET result of `COC(=O)C1=C(c2cccc(OC)c2OC)C[C@@H]2CC[C@H]1N2C(=O)NCc1ccccc1` : -9
PrPC TRFRET result of `CCc1ccc(S(=O)(=O)Nc2ccc(Cl)cn2)cc1` : 1
